High-throughput results: PubChem, National Center for Advancing Translational Sciences (NCATS)
D3 antag: antagonists of human D3 dopamine receptor | AID 652054 | max response, negative = inhibition, % | hit rate 2.5% among 360,000 | P35462 | D3R cells, DiscoveRx beta-arrestin luminescence, antagonist mode; active compounds read low; in the data active means max response below about -50%; inconclusive means no clear call, values can overlap the other calls; further: on the % scale 0 is the no-effect control and ±100 the full control effect; mostly tested at two doses, the higher about 12 µM
Target sequence (P35462 whole entry, looked up): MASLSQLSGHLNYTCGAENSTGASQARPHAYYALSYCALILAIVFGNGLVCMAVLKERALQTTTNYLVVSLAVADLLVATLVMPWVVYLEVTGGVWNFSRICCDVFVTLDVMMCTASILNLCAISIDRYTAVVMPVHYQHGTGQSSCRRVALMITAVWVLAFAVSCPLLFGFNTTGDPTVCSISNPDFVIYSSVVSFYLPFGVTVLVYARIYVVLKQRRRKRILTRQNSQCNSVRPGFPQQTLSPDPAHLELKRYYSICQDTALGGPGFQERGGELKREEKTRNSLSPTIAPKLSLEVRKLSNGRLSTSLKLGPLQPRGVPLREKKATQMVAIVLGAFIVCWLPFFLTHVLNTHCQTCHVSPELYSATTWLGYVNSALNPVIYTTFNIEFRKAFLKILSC
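Cells plated overnight at 1500 cells/well, then exposed to library compounds with dopamine controls for 90 minutes at 37 degrees C. DiscoveRx reagent added for 30–60 minutes at room temperature; luminescence read, quantitative HTS format.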
CCT modulator: cytosolic chaperonin activity modulation; hit rate 0.3% among 360,000; purified chaperonin ATPase assay, HTRF ADP detection, 30 min; AID 651819; activity change, % (test concentration not listed), hits read low; in the data active means activity change below about -30%; further: on the % scale 0 is the no-effect control and ±100 the full control effect
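We incubate TRiC, 40 or 20 nM final, with library compounds at 76 uM and 10 uM ATP for 30 min at 37 °C. ADP formed is detected with Transcreener HTRF reagents after 30 min at room temperature.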
D3 ag: activates the human D3 dopamine receptor | P35462 | D3R DiscoveRx beta-arrestin cells, luminescence, 90 min | max activation, % | hit rate 0.58% among 410,000 | AID 652048; in the data active means max activation above about 30%; further: 0% is about no effect; mostly tested at two doses, the higher about 12 µM
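Cells at 1500/well, incubated overnight, then treated with pinned compounds (dopamine as control) for 90 min at 37 degrees C. DiscoveRx reagent added for 30 - 60 minutes at room temperature; luminescence read.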
PTHR1 agonist: activates the human parathyroid hormone receptor PTHR1 | Q03431 | AID 743266 | hit rate 0.075% among 410,000 | HEK293 GP2 PTHR1 cells, GloSensor cAMP luminescence, 1 h | Potency, µM (titrated, usually from 115 µM), without a hit: at the highest dose activation, hits mostly activators; further: potency means the concentration at half of the fitted maximal effect; nearly all actives have a fitted effect of over 55% in size; some results filed as inactive show a strong effect at the top dose; inactives centre near -15; many of its hits are not listed in these tables
Target sequence (Q03431 whole entry, looked up): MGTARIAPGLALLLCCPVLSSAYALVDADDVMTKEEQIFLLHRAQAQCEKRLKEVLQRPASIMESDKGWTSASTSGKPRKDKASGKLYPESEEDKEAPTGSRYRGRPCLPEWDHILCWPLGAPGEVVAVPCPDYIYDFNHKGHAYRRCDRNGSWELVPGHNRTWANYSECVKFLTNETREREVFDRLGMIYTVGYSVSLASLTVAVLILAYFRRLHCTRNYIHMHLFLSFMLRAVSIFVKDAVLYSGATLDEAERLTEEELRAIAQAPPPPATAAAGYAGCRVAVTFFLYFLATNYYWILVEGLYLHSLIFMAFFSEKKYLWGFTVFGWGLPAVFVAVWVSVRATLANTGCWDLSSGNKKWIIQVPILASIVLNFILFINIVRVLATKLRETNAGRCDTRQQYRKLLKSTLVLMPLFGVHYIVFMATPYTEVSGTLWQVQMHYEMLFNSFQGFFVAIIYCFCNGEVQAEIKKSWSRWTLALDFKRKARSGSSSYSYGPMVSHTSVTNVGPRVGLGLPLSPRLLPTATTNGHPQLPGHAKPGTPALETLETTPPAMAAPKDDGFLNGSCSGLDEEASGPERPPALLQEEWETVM
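HEK-293-derived GP2 cells expressing PTHR1 and a GloSensor cAMP reporter, 3,000/well, plated overnight, given luciferin plus IBMX (each 0.5 mM as added) for 1 h at 37 °C, then compound for 1 h at 37 °C. Luminescence was read after 15 min at room temperature.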
Mm-Cpn inhibitor: blocks the Methanococcus maripaludis chaperonin Mm-Cpn; purified Mm-Cpn ATPase, ADP Transcreener TR-FRET; Potency, µM (highest dose often 76.9 µM), inactives show at the highest dose activity, negative = inhibition, actives largely listed as inhibitors; hit rate 0.031% among 330,000; AID 504842; further: potency means the concentration at half of the fitted maximal effect; on the % scale 0 is the no-effect control and ±100 the full control effect; nearly all actives have a fitted effect of over 80% in size
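Measured: ADP formation by purified Mm-CPN. Conditions: 25 nM protein, 10 uM ATP, Tris pH 7.4 with Mg2+, K+ and DTT, 37°C for 30 min. Detection: Transcreener HTRF after 30 min at room temperature.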
EPAC2 antag: blocks human EPAC2 exchange factor | EPAC2 GEF exchange of Rap1B-BODIPY-GDP, fluorescence | Potency, µM (series often up to 114 µM), without a hit: top-dose activity, negative = inhibition, hits mostly inhibitors | hit rate 0.18% among 360,000; further: potency means the concentration at half of the fitted maximal effect; on the % scale 0 is the no-effect control and ±100 the full control effect; nearly all actives have a fitted effect of over 45% in size; many of its hits are not listed in these tables
pAkt inh: inhibitors of Akt phosphorylation. activity change, % for hits at 50 µM. hit rate 0.32% among 360,000. AID 651550. Neuro2A IGF-stimulated pAkt S473 HTRF, 20 min; active compounds read low; in the data active means activity change below about -80%; inconclusive means mostly about -51% to -80%; further: on the % scale 0 is the no-effect control and ±100 the full control effect
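Neuro2A cells in DMEM with 0.5% FBS, overnight at 37 deg C, given compound at single 50 µM final, then IGF (6 nM final) for 20 min at 37 deg C. Lysed; phospho-Akt Ser473 by HTRF after 24 h, 665/615 ratio.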
EPAC2 ag: agonists of human EPAC2 (RAPGEF4); hit rate 0.079% among 360,000; Potency, µM (series often up to 154 µM), for the others: at the highest dose activation, actives largely listed as activators; EPAC2 activation, biochemical qHTS; response scale: 100% = 6.5 mM cAMP response; Q8WZA2; further: potency means the concentration at half of the fitted maximal effect; nearly all actives have a fitted effect of over 50% in size
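Fluorescence exchange assay: 100 nM EPAC2 with 250 nM RAP1B-BODIPY-GDP and 50 uM GDP; compounds tested as a concentration-titration series (qHTS). Loss of Rap1-bound BODIPY-GDP fluorescence read at 480/540 nm; data normalized to 6.5 mM cAMP.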
The depositor's hits bear a star; i = inactive; ? = inconclusive; nt = not tested or not shown; & = joins results of further samples; [ ] = remark or other dose. Unless noted, the call rests on the fitted dose curve; in most records, active means well fitted curve in the direction sought with a large enough effect; inconclusive means small, poorly fitted or top-dose-only effect, or another doubt; inactive means no such curve, though single readings can be large; an effect the other way counts as inactive or inconclusive.

Structure	EPAC2 ag	EPAC2 antag	CCT modulator	D3 ag	Mm-Cpn inhibitor	PTHR1 agonist	D3 antag	pAkt inh
COc1ccc(/C(C)=N\NS(C)(=O)=O)c(OC)c1	-1%	6%	1.8	-2	-3%	i	21	i
COc1ccc2nc(C)cc(Nc3cccc(C(=O)O)c3)c2c1	12%	25%	0.3	2	-4%	i	-3	i
O=C1C=CC2(O[C@H](c3ccccc3)[C@@H](c3ccccc3)O2)[C@H](Sc2ccccc2O)C1	-10%	16%	-1.0	-15	nt	-33%[inhibitor]	-118*	i
CCOc1ccc(S(=O)(=O)Nc2ccc(C(=O)N3CCC3)cc2)cc1	1%	10%	0.6	-1	2%	0%	9	i
CCS(=O)(=O)N(CC(=O)Nc1cccc2ccccc12)c1ccc(OC)cc1	3%	3%	-1.1	3	-11%	i	-16	i
COc1ccccc1C(=O)CN1C(=O)NC2(CCc3ccccc32)C1=O (configuration not stated)	-4%	10%	-0.3	6	-4%	i	13	i
Cc1ccc(-n2nnnc2SCC(=O)NCC2(N3CCCCC3)CCCCC2)c(C)c1	6%	1%	-2.1	-17	1%	i	-20	i
Cc1ccc2nc(SCCCCOc3ccccc3)[nH]c2c1	12%	-2%	1.2	-11	0%	-11%[57.5 µM]	-30	i
COc1ccc(OCCNC(=O)c2ccc3nc(C)c(N(C)C(=O)CCc4ccccc4)n3c2)cc1	-2%	-17%	-0.8	1	nt	-18%	-1	i
c1nc2sc3c(c2c2nnnn12)CCCC3	8%	0%	0.6	11	-1%	-21%[57.5 µM]	-3	i
O=C(CSc1nc2ccccc2o1)N1CCCC1	4%	-4%	-3.8	0	0%	-6%[57.5 µM]	0	i
CN(Cc1ccccc1)C(=O)c1ccc2c(c1)OCCO2	-83%[15.6 µM]	0%	-0.3	4	0%	i	-11	nt
Cc1ccccc1C(=O)c1cccn1CC(=O)NCc1ccco1	-16%	3%	-2.4	-1	-2%	i	?	i
CNC(=S)Nc1ccc(C)cc1	9%	-1%	-1.2	-12	-1%	i	-6	i
CCOc1ccc(OCCCC(=O)NCCc2ccc(OC)cc2)cc1	3%	3%	1.4	2	-5%	i	-3	i
Cc1csc(NC(C)c2nc3cc(C(F)(F)F)ccc3n2CCCO)n1 (configuration not stated)	1%	-8%	-1.3	-1	nt	i	0	i
NC(=O)C(Cc1ccccc1)N1C(=O)c2ccccc2C1=O (configuration not stated)	2%	-1%	-3.9	2	1%	i	-1	i
O=C(Cc1ccc(F)cc1)NCCS(=O)(=O)N1CCN(c2cccc(Cl)c2)CC1	2%	-1%	-2.4	-9	-3%	-43%[inhibitor]	26	i
Cc1ccc(C(=O)N2C(=S)C(c3ccc(F)cc3)=NC23CCN(C)CC3)cc1	-2%	-2%	-1.9	-4	0%	-15%	4	i
c1ccc(COC2COC3C(OCc4ccccc4)COC23)cc1 (configuration not stated)	8%	5%	-1.3	2	nt	-4%	21	i

6 structures out of the list, sorted by length of the SMILES, falling:
Structure	EPAC2 ag	EPAC2 antag	CCT modulator	D3 ag	Mm-Cpn inhibitor	PTHR1 agonist	D3 antag	pAkt inh
O=C1C=CC2(O[C@H](c3ccccc3)[C@@H](c3ccccc3)O2)[C@H](Sc2ccccc2O)C1	-10%	16%	-1.0	-15	nt	-33%[inhibitor]	-118*	i
Cc1ccc(C(=O)N2C(=S)C(c3ccc(F)cc3)=NC23CCN(C)CC3)cc1	-2%	-2%	-1.9	-4	0%	-15%	4	i
COc1ccccc1C(=O)CN1C(=O)NC2(CCc3ccccc32)C1=O (configuration not stated)	-4%	10%	-0.3	6	-4%	i	13	i
c1ccc(COC2COC3C(OCc4ccccc4)COC23)cc1 (configuration not stated)	8%	5%	-1.3	2	nt	-4%	21	i
CN(Cc1ccccc1)C(=O)c1ccc2c(c1)OCCO2	-83%[15.6 µM]	0%	-0.3	4	0%	i	-11	nt
O=C(CSc1nc2ccccc2o1)N1CCCC1	4%	-4%	-3.8	0	0%	-6%[57.5 µM]	0	i

Next part.
Structure	EPAC2 ag	EPAC2 antag	CCT modulator	D3 ag	Mm-Cpn inhibitor	PTHR1 agonist	D3 antag	pAkt inh
CCCN(CCC)S(=O)(=O)c1ccc(C(=O)OCCN2C(=O)c3cccc4c(N5CCOCC5)ccc(c34)C2=O)cc1	-18%	134%[activator]	-5.2	1	-6%	-10%	23	i
CC1(C2CCC3C4CCC5CC6(CCC5(C)C4C(=O)CC32C)OCCO6)OCCO1 (configuration not stated)	5%	56µM*	2.3	-10	nt	5%	3	i
CCCc1cc(=O)oc2cc(C)cc(OCC(=O)N3CCC(C(N)=O)CC3)c12	1%	-6%	-1.1	2	-2%	-1%	0	i
O=S(=O)(c1ccc(C(F)(F)F)cc1)N1CCN(CCc2ccccc2)CC1	13%	-11%	-12	-9	-4%	-10%	5	i
Cc1ccccc1CNC(=O)Cn1cnc(S(=O)(=O)N2CCCC2)c1	6%	-4%	-1.0	-16	?	1%	10	i
Cn1c(CC(=O)Nc2ccccc2)nnc1SCCOc1ccccc1	-6%	17%	-3.3	4	nt	i	-13	i
Cc1cccc(OCC(=O)Nc2nonc2NC(=O)COc2cccc(C)c2)c1	-25%	-10%	0.5	-5	nt	i	-8	i
CCOC(=O)N1CCN(c2c(N3CCc4ccccc4C3)c(=O)c2=O)CC1	9%	9%	0.1	-8	-1%	3%	-27	i
Cc1cc(C)cc(OCc2nnc(SCC(=O)Nc3ccccc3)o2)c1	-6%	10%	2.6	3	1%	i	-9	i
COc1ccc(-n2ncc3c(NCc4cccnc4)ncnc32)cc1	3%	13%	-0.1	7	-3%	-9%	22	i
c1ccc2c(c1)Cc1cc(CN3CCOCC3)ccc1-2	3%	-3%	1.4	-66	-1%	-6%[57.5 µM]	?	i
COc1ccc(CC(=O)NNC2=Nc3cccc4cccc2c34)cc1	6%	3%	-1.9	-22	1%	i	-79*	i
S=C(NC1CCCC1)NC1CCCC1	8%	-1%	0.2	1	3%	i	7	i
COc1ccc(CN2CCNC(=O)C2CC(=O)NC2CCCCCC2)cc1C (configuration not stated)	0%	1%	-3.2	-8	-5%	-27%	-21	i
O=C(CSc1nc(Nc2ccccc2)nc(N2CCOCC2)n1)N1CCCC1	15%	0%	-2.1	-2	0%	-5%	?	i
O=C(Cc1cccs1)N1CCN(S(=O)(=O)c2cc(Cl)ccc2Cl)CC1	3%	-3%	-0.3	-2	1%	-1%	-2	i
CCOC(=O)C1CCCN(C(=O)CCNS(=O)(=O)c2cc(Br)cnc2N)C1 (configuration not stated)	-3%	2%	-1.8	2	4%	-28%	-3	i
C=CCNC(=O)c1cc2c(=O)n3ccccc3nc2s1	10%	5%	-0.6	-5	-3%	-37%[inhibitor]	-7	i
COc1ccc(-c2cnnn2-c2ccc(N)cc2)cc1OC	11%	-1%	-0.6	4	2%	-5%[57.5 µM]	-9	i
COc1cccc(CCC2C(=O)CCCC2=O)c1	-4%	5%	-1.8	-2	nt	i	-7	i

Just Mm-Cpn inhibitor and CCT modulator, for 2 of the compounds above:
| SMILES | Mm-Cpn inhibitor | CCT modulator |
| --- | --- | --- |
| COc1ccc(CN2CCNC(=O)C2CC(=O)NC2CCCCCC2)cc1C (configuration not stated) | -5% | -3.2 |
| C=CCNC(=O)c1cc2c(=O)n3ccccc3nc2s1 | -3% | -0.6 |

Continued.
Structure	EPAC2 ag	EPAC2 antag	CCT modulator	D3 ag	Mm-Cpn inhibitor	PTHR1 agonist	D3 antag	pAkt inh
CCCCc1nc2cc(C(=O)N3CCCCC3CCO)ccc2o1 (configuration not stated)	10%	-5%	-2.7	-9	-2%	i	0	i
COc1ccc(C(=O)N/C(=C\c2ccccc2)C(=O)Nc2ccccc2C(=O)O)cc1	3%	-4%	0.7	7	nt	-24%	-7	i
COc1ccc(N(CC2CO2)S(=O)(=O)c2ccccc2)cc1 (configuration not stated)	3%	-15%	-1.7	-9	1%	?	-3	i
O=C(CSc1ncnc2ccccc12)N1CCCC1	6%	-4%	-1.7	0	-2%	-7%	-19	i
OCCNc1nc(N2CCN(c3ccccc3)CC2)nc2ccccc12	2%	7%	2.2	-14	?	-11%	-11	i
CN1C(=O)c2ccccc2C(C(=O)NCCCN2CCCC2)C1c1c[nH]c2ccccc12 (configuration not stated)	3%	5%	0.2	1	-9%	3%	3	i
C#CCSc1nc2[nH]ncc2c(=O)[nH]1	4%	16%	1.7	-6	0%	-13%	0	i
O=C(NC1CCCc2c1cnn2-c1cc(F)cc(F)c1)c1cc[n+]([O-])cc1 (configuration not stated)	-1%	1%	-1.4	3	-1%	-39%[inhibitor]	13	i
Cc1nc2sc(C(c3ccccc3)N3CCN(C(=O)c4ccco4)CC3)c(O)n2n1 (configuration not stated)	-3%	-1%	1.3	1	-1%	-1%	11	i
Cc1c(NS(=O)(=O)c2cccc3nsnc23)c(=O)n(-c2ccccc2)n1C	-1%	13%	1.7	-8	-1%	i	-7	i
COc1ccc(Cl)cc1-n1c(N)c(C(N)=O)sc1=S	6%	13%	2.4	-4	-1%	i	16	i
CCC1CCCCN1CCCNC(=O)c1c(O)nc2cc(C)ccn2c1=O (configuration not stated)	5%	7%	1.0	1&5	2%	-25%&-25%	-9	i
COc1ccccc1N1CCN(C(=O)CN(c2ccc(C)c(C)c2)S(C)(=O)=O)CC1	-2%	8%[57.1 µM]	-1.1	4	-1%	i	-7	i

These rows are one share of the data, so the mix of outcomes need not match the whole.
